NR2F2 inh – NR2F2 transcriptional activity inhibitors, primary screen, cell-based, luciferase reporter, HEK293T, luminescence; COUP transcription factor 2 (Homo sapiens), P24468; HEK293T NGFI-A luciferase reporter; inhibition, % at 8.6 µM; 370,000 compounds, 0.7% hits; AID 686940, 2013;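 active = inhibition above a per-plate cutoff, mean inhibition of test wells between control levels plus 3 SD, cut at about 38% in these data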;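 note: cells cotransfected with COUP-TFII expression vector driving the NGFI-A reporter; 0% = median of COUP-TF2 test wells and 100% = reporter-only cells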
EBV LMP1 NFkB – EBV LMP1-driven NF-kappaB luciferase reporter inhibitors, primary screen, cell-based, luminescence, single point. LMP1-induced NF-kappaB luciferase reporter cells. inhibition, % at 12.5 µM. 350,000 compounds, 0.69% hits. AID 504558, 2011; in the data active = inhibition above about 41%;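 note: 0% = neutral control wells and 100% = reference inhibitor control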
KKLEB tox – cytotoxicity in KKLEB CF airway cells, primary screen, cytotoxicity control for CF NF-kB inhibitor project, cell-based, uHTS, fluorescence assay plates; AID 602141, 2011; activity change (cytotoxicity), % at 5 µM; KKLEB CF airway cells viability, ATPlite luminescence, overnight; hits give low values; cells stimulated with P. aeruginosa culture filtrate; 360,000 compounds, 0.36% hits;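 active = corrected activity change at or below -50% at 5 µM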
TWEAK Fn14 block – inhibitors of TWEAK-Fn14 signaling, primary screen, luciferase reporter cells, uHTS. AID 1159606, 2016. inhibition, % at 10 µM. 360,000 compounds, 2% hits. TWEAK-stimulated Fn14 reporter cells, luciferase luminescence, 8 h; in the data active = inhibition above about 50%
SRC1 inh – SRC1 coactivator transcriptional activity inhibitors, primary screen, cell-based, luminescence; Nuclear receptor coactivator 1 (Homo sapiens), Q15788; HEK293 GAL4-SRC1 luciferase reporter; inhibition, % at 3.6 µM; 360,000 compounds, 0.12% hits;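 active = inhibition above the campaign mean plus 3 SD, with each screening campaign given its own cutoff, cut at about 60% in these data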;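 note: 0% = DMSO treated cells and 100% = gossypol at 36 µM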
NCOA3 inh – SRC3 coactivator transcriptional activity inhibitors, primary screen, cell-based, luminescence; Nuclear receptor coactivator 3 (Homo sapiens), Q9Y6Q9; HEK293 GAL4-SRC3 luciferase reporter; inhibition, % at 3.6 µM; 360,000 compounds, 0.17% hits; AID 588352, 2011;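 active = inhibition above a per-campaign cutoff, the mean of all compounds plus 3 SD, cut at about 60% in these data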;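 note: 0% = DMSO-treated cells and 100% = gossypol-treated cells at 36 µM; higher means less SRC3-driven luciferase light from the GAL4 reporter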
Target sequence (Q9Y6Q9 whole entry, looked up, the tested form may be a part): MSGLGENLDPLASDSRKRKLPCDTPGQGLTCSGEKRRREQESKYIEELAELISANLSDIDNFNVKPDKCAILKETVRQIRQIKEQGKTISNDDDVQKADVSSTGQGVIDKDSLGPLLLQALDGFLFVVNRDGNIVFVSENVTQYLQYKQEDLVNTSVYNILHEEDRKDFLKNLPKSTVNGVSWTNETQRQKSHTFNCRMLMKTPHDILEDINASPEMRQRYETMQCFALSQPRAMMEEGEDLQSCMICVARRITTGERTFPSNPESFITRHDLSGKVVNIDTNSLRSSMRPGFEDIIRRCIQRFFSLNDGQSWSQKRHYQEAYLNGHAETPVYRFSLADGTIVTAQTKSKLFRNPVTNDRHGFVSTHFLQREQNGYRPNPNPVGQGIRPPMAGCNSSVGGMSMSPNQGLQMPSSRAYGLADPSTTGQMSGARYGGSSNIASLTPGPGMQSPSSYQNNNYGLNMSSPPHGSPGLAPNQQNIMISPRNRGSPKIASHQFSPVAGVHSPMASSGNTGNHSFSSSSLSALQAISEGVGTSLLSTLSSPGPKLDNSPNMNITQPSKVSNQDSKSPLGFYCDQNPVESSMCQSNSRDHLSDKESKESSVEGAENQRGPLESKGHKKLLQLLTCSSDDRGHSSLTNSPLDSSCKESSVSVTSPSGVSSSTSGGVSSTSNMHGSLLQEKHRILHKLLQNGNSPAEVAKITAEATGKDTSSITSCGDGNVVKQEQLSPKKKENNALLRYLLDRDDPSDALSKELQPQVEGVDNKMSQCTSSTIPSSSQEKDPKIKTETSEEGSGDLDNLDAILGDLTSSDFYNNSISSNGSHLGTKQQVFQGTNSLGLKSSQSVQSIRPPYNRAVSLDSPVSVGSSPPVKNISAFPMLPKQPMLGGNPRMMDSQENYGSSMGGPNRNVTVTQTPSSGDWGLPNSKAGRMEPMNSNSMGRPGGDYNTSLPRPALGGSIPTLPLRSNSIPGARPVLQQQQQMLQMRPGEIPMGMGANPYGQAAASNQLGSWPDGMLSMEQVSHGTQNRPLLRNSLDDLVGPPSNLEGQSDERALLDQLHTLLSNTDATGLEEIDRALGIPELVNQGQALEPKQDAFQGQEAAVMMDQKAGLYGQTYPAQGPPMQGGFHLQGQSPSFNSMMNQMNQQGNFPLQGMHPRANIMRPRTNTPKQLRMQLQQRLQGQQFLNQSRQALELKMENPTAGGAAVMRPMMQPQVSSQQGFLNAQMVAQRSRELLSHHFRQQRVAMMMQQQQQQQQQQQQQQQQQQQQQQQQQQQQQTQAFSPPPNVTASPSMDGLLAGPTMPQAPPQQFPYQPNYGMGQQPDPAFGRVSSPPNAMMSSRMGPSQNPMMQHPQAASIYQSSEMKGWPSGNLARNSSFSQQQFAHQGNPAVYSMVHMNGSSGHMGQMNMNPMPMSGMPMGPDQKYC
LRH-1 inv ag – LRH-1 (NR5A2) inverse agonists, primary screen, cell-based, luminescence, HEK293T, StAR-luciferase reporter; inhibition, % at 3.6 µM; 360,000 compounds, 0.13% hits; AID 602396, 2012; LRH-1 transfected, 24 h; Nuclear receptor subfamily 5 group A member 2 (Homo sapiens), O00482;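 active = inhibition above the mean inhibition of all tested compounds plus 3 SD, cut at about 73% in these data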;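 note: 0% = DMSO wells and 100% = reporter-only cells lacking LRH-1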
TROY signal inh – inhibitors of TROY-driven NF-kB signaling, primary screen, Q293 LMP1-TROYcd cells, NF-kB luciferase, uHTS; Q293 LMP1-TROYcd NF-kB luciferase reporter, 4 h; inhibition, % at 10 µM; 360,000 compounds, 0.98% hits;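 active = compounds whose plate-normalised and pattern-corrected inhibition of the luciferase reporter signal at the single screening dose is 50% or more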
NCOA2 inhibitor – inhibition of GAL4-SRC2 driven luciferase reporter, primary screen, SRC2 inhibitor project, cell-based, luminescence; Nuclear receptor coactivator 2 (Homo sapiens), Q15596; HEK293 GAL4-SRC2 luciferase reporter; inhibition, % at 9 µM; 370,000 compounds, 0.17% hits;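 active = inhibition above the mean inhibition of all tested compounds plus 3 SD, set per campaign, cut at about 52% in these data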;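 note: 0% = DMSO treated cells and 100% = cells given Gossypol at 36 µM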
CF NFkB block – inhibitors of PAF-induced NF-kB signaling, primary screen, cell-based, GFP fluorescence, uHTS | KKLEB NF-kB-GFP reporter, GFP fluorescence overnight | inhibition, % at 5 µM | 360,000 compounds, 0.86% hits;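 active = at least 50% inhibition at 5 µM, scaled per plate between neutral and stimulator controls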;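 note: PAF is a Pseudomonas aeruginosa culture filtrate used as stimulus; plate controls were PAF-stimulated DMSO wells for no effect and unstimulated DMSO wells for full effect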
TRAIL sens C8 – viability loss with TRAIL in NB7+C8 cells, primary screen, TRAIL sensitizer project, cell-based, ATPlite luminescence; inhibition (viability loss, TRAIL sensitization), % at 10 µM; 360,000 compounds, 1% hits;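 active = compounds causing at least 50% loss of cell viability in the single-dose screen, relative to plate controls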
Active calls of the source: *; x = no result given.

SMILES	NR2F2 inh	EBV LMP1 NFkB	KKLEB tox	TWEAK Fn14 block	SRC1 inh	NCOA3 inh	LRH-1 inv ag	TROY signal inh	NCOA2 inhibitor	CF NFkB block	TRAIL sens C8
COc1ccc(NC(=O)COC(=O)CNC(=O)COc2ccccc2)cc1OC	13	-1	14	-3	4	9	14	-8	24	-15	-4
COc1ccc(CNC(=O)CNS(=O)(=O)c2cccc(C#N)c2)cc1OC	24	-1	1	27	12	2	-4	-1	14	15	4
O=C(C1CCN(S(=O)(=O)N2CCC3(CC2)OCCO3)CC1)N1CCCCC1	-2	6	6	-1	-2	8	-1	-3	-25	-8	-19
CC(C)(C)n1nnnc1CN1CCN(C2CCCC2)CC1	19	7	-18	4	-5	-10	-4	-5	-1	-8	1
Clc1ccccc1CSc1cc2c(nn1)-c1ccccc1CC2	-26	-38	-9	-2	-80	-47	-97	-46	-50	-1	25
O=S(=O)(c1ccc(F)cc1)N1CCC(c2nc3ccccc3[nH]2)CC1	12	-5	5	6	1	9	7	4	-31	0	-6
Nc1nonc1-n1nnc(C(=O)N/N=C/c2cccnc2)c1CSC1=NCCS1	16	13	-5	12	-20	1	1	9	-2	4	-3
COc1ccc(-c2cc(=O)oc3cc(OCc4nn[nH]n4)ccc23)cc1	-1	-3	24	-3	-34	7	-12	12	8	16	-9
COc1ccc(NC(=O)/C(N=Nc2ccc(Cl)c(S(=O)(=O)Nc3ccc(Cl)cc3)c2)=C(\C)O)cc1	1	-1	-16	17	4	-22	25	-9	4	22	9
COCCNC(=O)Cn1nc(-c2ccccc2OC)ccc1=O	11	4	11	-6	3	-2	-14	22	1	-11	5
CC(=O)N1CCN(CC(=O)Nc2c(Cl)ccc(C)c2Cl)CC1	6	-8	0	7	-3	7	2	17	-17	8	-1
CN(c1ccc(F)cc1)S(=O)(=O)c1ccc(Cl)c(C(=O)NCC2(N3CCOCC3)CCCCC2)c1	28	17	10	-5	22	-2	-7	-1	19	-28	10
O=C(COC(=O)COc1ccc(Cl)cc1)NCc1ccc2c(c1)OCO2	0	1	-3	18	3	2	20	5	-9	9	-5
c1ccc(Oc2ccccn2)cc1	-7	-2	8	-4	7	-7	7	2	-8	6	1
COC(=O)c1ccc(N2C(=O)CC(N(C)CCc3ccc(OC)c(OC)c3)C2=O)cc1 (stereo unspecified)	-10	5	-26	27	-8	-2	-2	x	1	4	-12
O=C(Nc1cccc2c1CCCC2)c1ccco1	x	5	11	11	9	-24	-8	-12	x	-18	9
CCCC(=O)N1c2ccccc2C(=C2SC(C(=O)OC)=C(C(=O)OC)S2)C(=S)C1(C)C	5	9	-5	18	-29	1	-14	-4	-5	2	10
COc1ccc(NC(=O)c2ccc(Cl)cc2)c[n+]1[O-]	-12	0	-8	0	-27	-3	8	11	-47	11	2
OCCNC(=S)c1ccccc1	-13	4	2	6	-28	10	-13	-19	8	-3	-2
CCOC(=O)C1CCCN(C(=O)CCn2nnnc2CN2CCOCC2)C1 (stereo unspecified)	0	0	2	1	6	1	30	-19	-59	20	-1
COc1ccc(S(=O)(=O)N2CCOC2CNC(=O)C(=O)NCCN(C)C)cc1 (stereo unspecified)	-8	-11	6	16	9	16	-6	-8	1	-14	-16
COc1ccc(Oc2ccc(/C=N/NC(=O)c3cccnc3)cc2[N+](=O)[O-])cc1	-7	-7	-2	8	7	13	0	-13	14	-14	-7
Nc1cc(=O)nc(SCC(=O)NCc2ccccc2)n1CCc1ccccc1	21	4	-12	9	-12	13	-3	-2	-11	2	1
COc1ccc2[nH]c(=O)c(CN(C(C)=O)c3cc(C)ccc3C)cc2c1	11	-4	-3	11	2	-16	17	1	16	-9	8
Cn1c(CNC(=O)c2ccccc2F)nnc1SCCOc1ccccc1	5	-2	14	-1	2	4	0	-12	-47	5	-2
Cc1ccc(S(=O)(=O)Nc2ccc(Cl)cc2C(=O)c2ccccc2)cc1	17	-14	-5	5	14	18	9	3	-10	10	-5
CC1(C)CC(=O)c2cc(OCC(=O)NCCCN3CCN(c4ccccc4F)CC3)ccc2O1	16	3	-3	-2	15	8	29	13	-2	-3	7
O=C(/C=C/c1cccs1)N1CCN(c2ccccc2F)CC1	1	-11	6	-18	-19	18	-15	-42	4	3	-7
CCCC/S(CC1CC1(Cl)Cl)=N\S(=O)(=O)c1ccc(C)cc1 (stereo unspecified)	26	-11	8	20	2	10	15	17	13	8	-4
CCOc1ccc(CCNC(=O)c2ccc(CS(=O)Cc3ccc(Cl)cc3)o2)cc1OCC (stereo unspecified)	0	3	-4	-15	-6	1	2	-15	22	15	-5
O=C(COc1ccc(S(=O)(=O)NC2CCCCC2)cc1)NC1CCCCC1	13	-1	-1	2	8	2	5	9	11	-15	16
O=[N+]([O-])c1ccccc1NCCOc1ccccc1	-18	-35	-1	-72	-45	-55	-91	-60	-33	-9	9
Cc1ccc(-c2cc(N)nc(-c3ccccc3)c2)cc1	-25	-33	-6	22	-45	-38	-73	-42	-65	-9	18
Cc1ccc(-c2nc(=S)c3c(n2CCN2CCOCC2)CC(C)(C)OC3)cc1	-10	-2	10	21	0	7	6	52*	-24	-4	-4
CC(=O)C1=C(C)NC(SCC(=O)c2ccc(Cl)cc2)=C(C#N)C1CC(C)C (stereo unspecified)	22	-2	-8	6	-8	3	-9	-12	4	2	-14
CCC(=O)N1CCN(c2ccc(NC(=S)NC(=O)c3ccc(OC)c([N+](=O)[O-])c3)cc2)CC1	-5	2	3	3	12	-7	39	5	-62	0	13
FC(F)(F)c1cc(Oc2ccccc2Cl)nc(-c2ccccn2)n1	13	30	8	8	-5	7	5	7	-12	-9	2
COCC(=O)N(C)C[C@@H]1Oc2cc(Br)ccc2S(=O)(=O)N([C@H](C)CO)C[C@H]1C	7	-7	-7	14	4	-25	-16	0	-17	13	-3
O=c1ccncn1C1OC(CO)C(O)C1O (stereo unspecified)	-1	2	-2	21	-17	-9	10	13	-39	6	16
COc1cnc(-c2ccccn2)nc1N(C)C	-17	2	-1	-2	-9	4	-31	-1	22	22	2
CCC(C)NC(=O)CN1C(=O)C(CC)Sc2ccccc21 (stereo unspecified)	-1	-5	0	-6	4	9	-16	14	-3	9	-8
COCCN(CC1CCCN(C2Cc3ccccc3C2)C1)C(=O)c1ccc(C(C)=O)cc1 (stereo unspecified)	14	-5	8	-17	-15	-2	20	-27	-2	10	12
CCCN(CCC)CC(C)(C)NS(=O)(=O)c1ccc(Cl)cc1	7	0	4	21	-15	-9	-4	-2	13	-16	24
Cc1ccccc1C(=O)c1cccn1CC(=O)NC(C)c1ccc2c(c1)OCCO2 (stereo unspecified)	7	-5	14	20	-6	9	5	-14	-24	-7	12
COc1ccc(NC(=O)c2cccnc2C(=O)O)c(OC)c1	-7	-9	-9	-1	-10	5	5	-1	-6	-2	8

Quoted at random: 6 records from the list
SMILES	NR2F2 inh	EBV LMP1 NFkB	KKLEB tox	TWEAK Fn14 block	SRC1 inh	NCOA3 inh	LRH-1 inv ag	TROY signal inh	NCOA2 inhibitor	CF NFkB block	TRAIL sens C8
Cc1ccccc1C(=O)c1cccn1CC(=O)NC(C)c1ccc2c(c1)OCCO2 (stereo unspecified)	7	-5	14	20	-6	9	5	-14	-24	-7	12
CCCN(CCC)CC(C)(C)NS(=O)(=O)c1ccc(Cl)cc1	7	0	4	21	-15	-9	-4	-2	13	-16	24
COc1ccc(NC(=O)c2cccnc2C(=O)O)c(OC)c1	-7	-9	-9	-1	-10	5	5	-1	-6	-2	8
CCC(=O)N1CCN(c2ccc(NC(=S)NC(=O)c3ccc(OC)c([N+](=O)[O-])c3)cc2)CC1	-5	2	3	3	12	-7	39	5	-62	0	13
COCCN(CC1CCCN(C2Cc3ccccc3C2)C1)C(=O)c1ccc(C(C)=O)cc1 (stereo unspecified)	14	-5	8	-17	-15	-2	20	-27	-2	10	12
O=[N+]([O-])c1ccccc1NCCOc1ccccc1	-18	-35	-1	-72	-45	-55	-91	-60	-33	-9	9

(further entries)
SMILES	NR2F2 inh	EBV LMP1 NFkB	KKLEB tox	TWEAK Fn14 block	SRC1 inh	NCOA3 inh	LRH-1 inv ag	TROY signal inh	NCOA2 inhibitor	CF NFkB block	TRAIL sens C8
Cc1nc(SCc2ccccc2)n[nH]1	-11	-10	-12	-17	-23	-24	-29	-45	-36	3	-12
O=C(CSc1nnc(-c2ccc(O)cc2)o1)Nc1cccc(O)c1	-36	7	-3	-22	-47	-63	-50	-6	-23	8	48*
CC(C)NC(=O)NC(=O)CSc1nnc(COc2ccccc2Cl)o1	3	-2	4	-10	-3	-1	-1	-28	-23	-1	-12
CCN(c1ccccc1)c1cc2ccccc2c(=O)[nH]1	13	7	1	0	-13	-15	14	-25	8	-2	2
COC(=O)CN1C(=O)[C@H]2[C@@H](c3ccc(C)o3)N3C(=O)CN(Cc4ccccc4)C(=O)[C@@]3(C)[C@H]2C1=O	20	-6	-1	4	1	-8	0	-31	-6	12	-6
CCCc1nnc(SCC(=O)Nc2ccc(C(=O)OCC)cc2)o1	-13	-12	9	9	-15	-13	52	-4	-14	-51	-21

Four compounds already listed, sorted by their value in CF NFkB block, lowest first:
SMILES	NR2F2 inh	EBV LMP1 NFkB	TWEAK Fn14 block	SRC1 inh	NCOA3 inh	LRH-1 inv ag	NCOA2 inhibitor	CF NFkB block
CC(C)NC(=O)NC(=O)CSc1nnc(COc2ccccc2Cl)o1	3	-2	-10	-3	-1	-1	-23	-1
Cc1nc(SCc2ccccc2)n[nH]1	-11	-10	-17	-23	-24	-29	-36	3
O=C(CSc1nnc(-c2ccc(O)cc2)o1)Nc1cccc(O)c1	-36	7	-22	-47	-63	-50	-23	8
COC(=O)CN1C(=O)[C@H]2[C@@H](c3ccc(C)o3)N3C(=O)CN(Cc4ccccc4)C(=O)[C@@]3(C)[C@H]2C1=O	20	-6	4	1	-8	0	-6	12

Bioassay records (PubChem)
